Screening data as filed in PubChem BioAssay.
Pf growth 48h: inhibits P. falciparum growth in the first generation, 48 h; P. falciparum luciferase growth in erythrocytes, 48 h; hit rate 5.9% among 310,000; Potency, µM (titrated, usually from 28.7 µM), without a hit: at the highest dose activity change, negative = inhibition, actives largely listed as inhibitors; AID 504832; also: potency is read from the fitted curve at half-maximal effect; % is scaled to controls: 0 for no effect and ±100 for the full control effect
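Parasite viability was followed by luminescence of a genomically integrated firefly luciferase. Cultures held 0.1% parasitemia at 2% hematocrit (final), incubated under 5% CO2 at 37 C.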
Sm TGR block: S. mansoni TGR enzyme inhibition; purified TGR, DTNB reduction, TNB absorbance 405 nm; Potency, µM (highest dose often 114 µM), inactives show top-dose activity change, negative = inhibition, usual class: inhibitors; hit rate 3% among 360,000; AID 485364; also: potency is read from the fitted curve at half-maximal effect; % is scaled to controls: 0 for no effect and ±100 for the full control effect; nearly all actives have a fitted effect of over 60% in size
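Kinetic colorimetric format: TGR-catalysed, NADPH-driven DTNB reduction monitored via TNB absorbance. Enzyme dispensed at 20 nM; compound exposure 15 min at room temperature before reaction start.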
Pf growth 96h: P. falciparum growth inhibition at 96 hours. P. falciparum luciferase reporter growth, 96 h. AID 504834. hit rate 6.9% among 320,000. Potency, µM (highest dose often 28.7 µM), without a hit: top-dose activity change, negative = inhibition, hits mostly inhibitors; also: potency is read from the fitted curve at half-maximal effect; % is scaled to controls: 0 for no effect and ±100 for the full control effect
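Luminescence readout: decreased luciferase signal marks inhibited growth of reporter-expressing P. falciparum in infected red cells (2% hematocrit, 0.05% parasitemia final), exposed to compound two generations (96 h, 37 C, 5% CO2).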
Shiga toxin inh: Shiga toxin inhibition | Vero cells, Shiga toxin protein synthesis inhibition reporter | inhibition, % at 38.7 µM | hit rate 9.2% among 290,000 | AID 2315; in the data active = inhibition mostly above about 28%, no sharp cut-off; inactive = mostly below about 43%; also: 0% is about no effect
Giardia FBPA inh: blocks Giardia fructose-bisphosphate aldolase activity; purified Giardia FBPA; Potency, µM (doses to about 59.6 µM), for the others: at the top dose activity, negative = inhibition, usual class: inhibitors; hit rate 0.71% among 290,000; also: potency is read from the fitted curve at half-maximal effect; % is scaled to controls: 0 for no effect and ±100 for the full control effect; nearly all actives have a fitted effect of over 55% in size
Target sequence (A8B2U2 whole entry, looked up): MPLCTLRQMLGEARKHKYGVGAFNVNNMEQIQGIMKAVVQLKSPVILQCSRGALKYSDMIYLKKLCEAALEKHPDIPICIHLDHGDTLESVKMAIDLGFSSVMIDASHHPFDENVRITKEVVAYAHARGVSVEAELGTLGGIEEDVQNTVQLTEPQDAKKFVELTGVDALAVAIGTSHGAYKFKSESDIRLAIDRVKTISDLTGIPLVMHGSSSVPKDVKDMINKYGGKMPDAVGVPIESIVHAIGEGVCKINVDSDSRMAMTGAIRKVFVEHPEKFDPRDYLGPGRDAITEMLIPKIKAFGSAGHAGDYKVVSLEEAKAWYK
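40 nM FBPA preincubated 10 min at RT with compound (up to 57.5 uM final), then substrate plus GAPDH/TPI/NAD/arsenate coupling and diaphorase/resazurin added. Fluorescence read after 20 min at RT, 525/598 nm.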
Cycloheximide cs: affects cycloheximide protein synthesis inhibition readout, counter-screen. cell reporter, cycloheximide protein synthesis inhibition counterscreen. max response, %. hit rate 12% among 300,000; in the data active = max response mostly above about 13%, no sharp cut-off; inactive = mostly below about 14%; also: read at 38.3 µM for the half of the compounds with a filed dose; 0% is about no effect
Numbers without * were called inactive; ? = inconclusive; . = not tested or not shown; & = joins results of further samples; [ ] = another dose, or the depositor's remark. Unless noted, calls follow the shape of the dose curve; as a rule, active = well fitted curve in the direction sought with a large enough effect; inconclusive = small, poorly fitted or top-dose-only effect, or another doubt; inactive = no such curve, though single readings can be large; an effect the other way counts as inactive or inconclusive. An unsorted share of the library; 24% or so of the library scored in one or more.

SMILES	Pf growth 48h	Sm TGR block	Pf growth 96h	Shiga toxin inh	Giardia FBPA inh	Cycloheximide cs
O=C(Nc1ccc(Cl)cc1F)C1CC(=O)N(Cc2ccco2)C1 (configuration not stated)	?	-33%	11%	.	.	.
O=C(O)CCC/C=C\C[C@@H]1[C@@H](/C=C/[C@@H](O)COc2cccc(C(F)(F)F)c2)[C@H](O)C[C@@H]1O	-9%	.	0.95µM*	.	5%	.
Cc1ccc(-n2nnnc2-c2ccco2)cc1	-13%	-7%	?	6	-3%	3
C#CCNC(=O)C1=C[C@H](C2CCCCC2)C[C@H](OCCCCO)O1	?	13µM*	?	-1	-15%	-2
Cc1ccccc1/C=C/C(=O)N1CCOCC1	76%[activator]	4%	31%[activator]	66*	4%	31*
O=C(C1CCC1)N1CCc2cc(S(=O)(=O)NCc3ccccn3)ccc21	.	-7%	-18%	17	1%	-3
Cc1cc(OC(=O)c2ccc(F)cc2)c([N+](=O)[O-])c(=O)[nH]1	-3%	1%	2%	3	.	-1
CC(C)CN1C(=O)C(=O)N(CC(=O)N2c3ccccc3NC(=O)CC2C)C1=O (configuration not stated)	0%	-1%	56%[activator]	.	.	.
CCOC(=O)N1CCC(n2c(SCC(=O)NCCC3=CCCCC3)nc3ccccc3c2=O)CC1	9.3µM*	11%	?	-10	17%	-3
COc1cc(OC)c(C2=Nc3ccc(Br)cc3C(c3ccccc3)N2CC(=O)NN)cc1OC (configuration not stated)	?	-10%	?	-6	-4%	4
N=c1oc2ccccc2cc1C(=O)NCc1ccccc1	24%	0%	?	52*	-16%	41*
COc1cccc(Nc2ccc(-n3ccnc3)nn2)c1	?	4%	66%[activator]	-5	2%	6
C=CCOc1ccc(/C=C2\C(=N)N3N=C(S(=O)(=O)CC)SC3=NC2=O)cc1OC	?	-17%	-5%	24	21%	-1
Cc1ccc(C)c(NNC(=O)C(=O)NNc2cc(C)ccc2C)c1	-8%	0%	-9%	-10	-8%	2
Cc1nc(N2CCOCC2)c2c(C)c(C(=O)Nc3ccc(F)cc3Cl)sc2n1	12%	-6%	?	15	0%	6
Oc1cc2c(cc1CN1CCN(c3ccc(F)cc3)CC1)OCO2	?	2.5µM*	0%	-13	-6%	-6
O=C(NCc1ccccc1)c1cnc2n(c1=O)CCS2	-9%	-20%	-18%	-13	5%	-3
Nn1c(SCC(=O)Nc2nnc(-c3ccccc3)o2)nnc1C1CC1	6%	-1%	-13%	.	.	.
CCNC(=O)COC(=O)c1cc(-c2ccccc2)nn1-c1ccccc1	33%[activator]	5%	-2%	-9	2%	7
CCn1c(SCC(=O)NC(C)(C)C)nc(O)cc1=O	?	3%	?	-1	9%	3
CCC(=O)N1CCN(c2ccc(NC(=O)c3ccc4ccccc4c3)cc2)CC1	-19%	-2%	?	21	-5%	8
O=Cc1ccc(OCCOc2ccc([N+](=O)[O-])cc2)cc1	20%	1%	-13%	-4	-2%	0
O=C(N/C(=C/c1ccc(Br)cc1)C(=O)N1CCOCC1)c1cccs1	-3%	20%	-17%	-11	1%	-3
COCCCNC(=O)c1cccc(C(=O)NCCCOC)c1	13%	3%	-16%	-3	7%	-2
O=C(CN1C(=O)NC(Cc2ccccc2)C1=O)Nc1ccc(F)c(Cl)c1 (configuration not stated)	?	-8%	?	.	.	.
Cc1cc(C)n2nc(C(=O)N3CCCC(N4CCN(c5ccccc5C)CC4)C3)cc2n1 (configuration not stated)	?	-13%	-12%	-6	7%	-2
Cc1cc(C)c(OCCCCCn2ccnc2)c(C)c1	13µM*	-4%	321%[activator]	-5	?	-3
O=C(O)CC1COc2ccccc2N1C(=O)c1ccccc1Cl (configuration not stated)	0%	-2%	12%	3	6%	-1
COc1ccc(N(C(=O)c2cccc([N+](=O)[O-])c2)S(=O)(=O)c2ccc3c(c2)n(C)c(=O)n3C)cc1	-12%	-11%	74%[activator]	6	-2%	-2
CCC(=O)C1CCCN(C(=O)CCc2nnc(C3(c4ccc(Cl)cc4)CCC3)o2)C1 (configuration not stated)	3%	-16%	36%[activator]	80*	.	57*
COc1ccc(C[C@@H]2c3cc(OC)c(OC)cc3CC[N@+]2(C)CCC(=O)OCCCCCOC(=O)CC[N@@+]2(C)CCc3cc(OC)c(OC)cc3[C@H]2Cc2ccc(OC)c(OC)c2)cc1OC	-5%[12.8 µM]	.	2%[12.8 µM]	.	11%[21.7 µM]	.
O=Cc1ccccc1OS(=O)(=O)c1ccccc1	18%	-9%	33%	-6	?	-4
CCCCCC(=O)N1CCN(CCN=CC2=C(O)CC(c3ccc(OC)c(OC)c3)CC2=O)CC1 (configuration not stated)	9%	?	.	-1	0%	-1
COCc1cc(C)nc(N2CCNCC2)c1C#N	.	-19%	31%	-9	6%	-5
CCc1nnc(NC(=O)CSc2nnc(CNC(=O)c3cc(OC)c(OC)c(OC)c3)o2)s1	?	7%	?	96*	6%	17
COc1cc(NC(=O)CSc2ncnc3sc4c(c23)CCC(C)C4)c(C(=O)O)cc1OC (configuration not stated)	23%	3%	?	12	-2%	9
CCC1(C)Cc2nc3[nH]c(=S)n(-c4ccccc4C)c(=O)c3cc2CO1 (configuration not stated)	-18%	13%	-5%	-4	-8%	-6
CCOC(=O)CSc1nnc2c(n1)C1(C)CCC2C1(C)C (configuration not stated)	-11%	1%	3.3µM*	0	15%	-2
CC(=O)c1cccc(NC(=O)C2CCCC2)c1	34%[activator]	0%	8%	-18	0%	2
CC(CC(=O)Nc1ccc(Br)cc1F)S(=O)(=O)c1ccc2c(c1)NC(=O)CO2 (configuration not stated)	5%	-3%&5%	1%	2	.	-10
COc1cccc(CN2CCN(Cc3cccc(Br)c3)CC2)c1OC	9%	-10%	24%	-8	?	-7
COc1cccc(/C=N/NC(=O)CNC(=O)c2ccncc2)c1O	3%	-1%	20%	-3	?	-3
CCCCC(=O)NC(c1ccc(OC)c(OC)c1)c1c(O)ccc2ccccc12 (configuration not stated)	?	0%	12µM*	-20	0%	-1
COc1ccc(COCC(O)CN2CCC(C(N)=O)CC2)cc1 (configuration not stated)	4%	8%	27%	18	2%	-2
CC1(C)Cc2cccc(OCC(=O)N3CCN(S(=O)(=O)c4ccccc4F)CC3)c2O1	?	3%	42%[activator]	-8	-1%	6
Cc1cc(/C=N/NC(N)=O)c(C)n1-c1ccc(F)cc1	2%	?	79%[activator]	-7	-8%	-3
CCOC(=O)c1c(C)cccc1OCC(N)=O	-11%	-3%	-5%	-7	-1%	1
CC(=O)Nc1ccc(S(=O)(=O)N2CCN(C(=O)c3ncoc3-c3cccc(C)c3)CC2)cc1	-11%	?	4%	-6	6%	-4
Cn1c(=O)oc2cc(S(=O)(=O)Nc3cccc4c3CCCC4)ccc21	-28%	7%	?	-5	-1%	-1
CC(=O)N1CCC(=NNc2ccc(S(=O)(=O)N3CCOCC3)cc2[N+](=O)[O-])CC1	5%	?	?	-5	3%	-2
Cc1cccc(C)c1NC(=O)COC(=O)c1cc(=O)c2ccccc2o1	77%[activator]	82%[activator]	87%[activator]	31	5%	5
CC1CC=CC2C1C(=O)N(Cc1ccccc1)C2c1ccoc1 (configuration not stated)	.	.	.	-1	4%	13
CCOC(=O)c1sc(NC(=O)CSc2nc(-c3ccco3)cc(C(F)(F)F)n2)c(C(=O)OC)c1C	?	1%	?	-3	-1%	-4
Cc1ccc(C)c(N2CCN(CCCNC(=O)Cn3cc4c(n3)CCC(C)C4)CC2)c1 (configuration not stated)	-10%	1%	?	-2	-2%	-4
Cc1cc(OC(=O)c2ccco2)c2c(C)cc(=O)oc2c1	8%	4%	16%	-6	-8%	-2
CCN(CC)c1ccc(NC(=O)c2ccc(Br)o2)cc1	-13%	-16%	10µM*	41	-17%	43*
COc1ccc(CCNCc2cc(C)n(-c3ccc(OC)cc3)c2C)cc1	?	50µM*	?	20	14µM*	-1
Cc1ccccc1CN1CCN(C(=O)c2cc(-c3ccncc3)nc3ccccc23)CC1	10%	?	46%[activator]	-8	.	-2
CCOc1ccc(NS(=O)(=O)c2ccc3c(c2)n(C)c(=O)n3C)cc1	-2%	-9%	?	5	1%	11
O=C(Nc1ccc2[nH]c(=S)sc2c1)c1ccccc1	99%[activator]	1%	91%[activator]	0	12%	1

Structural class, those above containing a COOH group
SMILES	Pf growth 48h	Sm TGR block	Pf growth 96h	Shiga toxin inh	Giardia FBPA inh	Cycloheximide cs
O=C(O)CCC/C=C\C[C@@H]1[C@@H](/C=C/[C@@H](O)COc2cccc(C(F)(F)F)c2)[C@H](O)C[C@@H]1O	-9%	.	0.95µM*	.	5%	.
O=C(O)CC1COc2ccccc2N1C(=O)c1ccccc1Cl (configuration not stated)	0%	-2%	12%	3	6%	-1
COc1cc(NC(=O)CSc2ncnc3sc4c(c23)CCC(C)C4)c(C(=O)O)cc1OC (configuration not stated)	23%	3%	?	12	-2%	9

The list continues:
SMILES	Pf growth 48h	Sm TGR block	Pf growth 96h	Shiga toxin inh	Giardia FBPA inh	Cycloheximide cs
CC(C)C[C@H](NC(=O)c1nc[nH]c1C(=O)NCc1ccc(CNC(=O)OC(C)(C)C)cc1)C(=O)OCc1ccccc1	?	17%	?	-5	-11%	-2
COc1cc(CNc2ccc(N3CCCCC3)cc2)ccc1OCC(=O)NC(C)(C)C	8%	?	5.2µM*	40*	-8%	13*
Cc1ccc(OCC(=O)Nc2ccc3c(c2)CCC3)c([N+](=O)[O-])n1	37%[activator]	2%	0%	67*	-6%	40*
CCOC(=O)/C(C#N)=C/c1ccc(OC(=O)c2ccccn2)cc1	-1%	?	31%[activator]	0	?	10
COc1cccc(OCc2nnc3n2N=C(c2ccccc2)C(CC(=O)O)S3)c1 (configuration not stated)	-5%	-19%	-2%	-9	-1%	10
Nc1ccccc1N=Cc1ccc(-c2cccc(Cl)c2)o1	10µM*	?	?	76*	-17%	29*
CCN(CC)c1ccc(/C=C(/C#N)C(=O)NC(C)C)o1	-10%	.	?	60*	-13%	26*
C=CCNC(=O)/C(C#N)=C/c1cn(-c2ccccc2)nc1-c1ccc(OC)c([N+](=O)[O-])c1	?	-3%	?	12	-3%	-3
C=CCc1ccc(OCCOCCOc2cccc3cccnc23)c(OC)c1	?	4%	?	-12	0%	-2
CCN(CC)CCNC(=O)C1CCC(=O)N(c2ccc(OC)cc2)C1c1ccc(F)cc1 (configuration not stated)	7%	6%	57%[activator]	-3	-5%	-4
Cc1cc(C)n2c(SCc3ccc(Cl)cc3Cl)nnc2n1	0%	6%	?	23	7%	8
O=C(N/N=C/c1ccc[nH]1)c1ccc(O)cc1	67%[activator]	12%	10µM*	101*	-10%	28*

A second format for some results above.
compound: CCOC(=O)/C(C#N)=C/c1ccc(OC(=O)c2ccccn2)cc1
  Pf growth 48h: -1%; Sm TGR block: ?; Pf growth 96h: 31%[activator]; Shiga toxin inh: 0; Giardia FBPA inh: ?; Cycloheximide cs: 10
compound: Cc1cc(C)n2c(SCc3ccc(Cl)cc3Cl)nnc2n1
  Pf growth 48h: 0%; Sm TGR block: 6%; Pf growth 96h: ?; Shiga toxin inh: 23; Giardia FBPA inh: 7%; Cycloheximide cs: 8

Other results.
SMILES	Pf growth 48h	Sm TGR block	Pf growth 96h	Shiga toxin inh	Giardia FBPA inh	Cycloheximide cs
CCN=C1SC(CC(=O)NCCc2ccc(OC)cc2)C(=O)N1CC (configuration not stated)	12%	-13%	.	-20	4%	-5
CC(C)=CCN1CCN(Cc2cnc(N3CCOCC3)s2)CC1CCO (configuration not stated)	160%[activator]	-29%	12µM*	98*	2%	58*
O=C(Nc1ccc(F)c(F)c1)c1cc(S(=O)(=O)N2CCN(c3ccccn3)CC2)ccc1F	.	-5%	?	-17	-2%	-4
CC(=O)N(C)c1ccc(NC(=O)/C=C/c2ccccc2Cl)cc1	?	17%	?	41*	1%	80*
